14-3-3 Bad inh: disrupts binding of bovine 14-3-3 zeta to phospho-Bad peptide | inhibition, % at 21.7 µM | TR-FRET 14-3-3zeta/Dy647-pBad peptide displacement, 1 h | P63103 | 220,000 compounds, 0.71% hits;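 active means inhibition above about 70%, limit read from the data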;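 further: 0% = full 14-3-3 plus peptide FRET controls and 100% = background without 14-3-3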
p97 ATPase inh: blocks human p97 ATPase activity. 220,000 compounds, 0.42% hits. recombinant p97 ATPase, Kinase-Glo ATP luminescence, 3 h. inhibition, % at 8 µM. AID 1481; in the data active means inhibition above about 15%;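 further: 0% = DMSO vehicle and 100% = wells lacking enzyme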
Wee1 degr inh: human Wee1 degradation inhibition, primary screen. reporter increase, % at 5 µM. P30291. AID 1321. HeLa Luc-Wee1K328M stability, luciferase luminescence; 100% = proteasome inhibitor MG132 effect. 220,000 compounds, 1.2% hits;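 active means activation above the mean of all tested compounds plus 3 SD, set per screening run, cut at about 8.8% in these data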;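 further: cells exposed to compound for 20 h before luminescence read; 0% = DMSO alone and 100% = MG132 at 30 µM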
FXIa inh: inhibitors of human coagulation factor XIa; P03951; purified FXIa, Boc-Glu-Ala-Arg-AMC fluorogenic substrate; inhibition, % at 5 µM; 220,000 compounds, 0.14% hits; AID 798;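 active means inhibition of at least 40%; inactive means inhibition below 40%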;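 further: fluorescence of freed AMC excited at 355 nm; 0% = enzyme without compound and 100% = no enzyme blank; many of its hits are not listed in these tables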
hK5 inh: blocks human kallikrein 5 protease activity. Q9Y337. recombinant hK5, fluorogenic AMC substrate cleavage. inhibition, % at 5 µM. 210,000 compounds, 0.59% hits;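 active means inhibition of 40% or more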;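 further: 0% = enzyme controls without compound and 100% = no-enzyme blanks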
MDM2 E3 inh: Mdm2 E3 ligase (human) inhibition; 210,000 compounds, 0.11% hits; Q00987; signal enhancement, % at 5 µM; cell-based MDM2 ubiquitination luciferase reporter, 2 h; 0 = plate control, 100 = twice control, blank-subtracted;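 active means signal enhancement of 30% or more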;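 further: luminescence tracks abundance of the self-degrading MDM2-luciferase fusion protein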
Target sequence (Q00987 whole entry, looked up, the tested form may be a part): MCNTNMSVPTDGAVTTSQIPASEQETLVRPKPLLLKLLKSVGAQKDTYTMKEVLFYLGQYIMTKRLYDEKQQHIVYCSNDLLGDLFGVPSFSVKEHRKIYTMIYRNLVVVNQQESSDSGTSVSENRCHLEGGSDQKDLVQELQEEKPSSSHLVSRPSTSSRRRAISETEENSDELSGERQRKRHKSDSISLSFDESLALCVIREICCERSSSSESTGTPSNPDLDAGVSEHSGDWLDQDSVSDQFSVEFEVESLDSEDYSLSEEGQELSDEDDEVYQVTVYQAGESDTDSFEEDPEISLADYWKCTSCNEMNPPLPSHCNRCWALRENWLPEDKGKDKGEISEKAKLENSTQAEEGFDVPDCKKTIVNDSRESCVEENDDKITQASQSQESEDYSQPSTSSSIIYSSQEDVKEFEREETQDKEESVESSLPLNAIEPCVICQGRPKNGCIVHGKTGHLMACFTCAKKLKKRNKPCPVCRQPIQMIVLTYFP
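Assay system: stable mammalian line carrying autodegrading MDM2–luciferase fusion reporter; amount: 2000 cells seeded into each well; buffer or medium: DMEM; benchmarks: plate control and blank wells; signal: luciferase luminescence; timing: 2 h compound exposure at 37 °C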
FXIIa inh: blocks human coagulation factor XIIa protease activity; 220,000 compounds, 0.3% hits; purified FXIIa, Boc-QGR-AMC fluorogenic substrate, 2 h; AID 800; inhibition, % at 5 µM; P00748; in the data active means inhibition above about 40%;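 further: 0% = enzyme with no compound and 100% = blank without enzyme; many of its hits are not listed in these tables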
Target sequence (P00748 20-372 limits assumed): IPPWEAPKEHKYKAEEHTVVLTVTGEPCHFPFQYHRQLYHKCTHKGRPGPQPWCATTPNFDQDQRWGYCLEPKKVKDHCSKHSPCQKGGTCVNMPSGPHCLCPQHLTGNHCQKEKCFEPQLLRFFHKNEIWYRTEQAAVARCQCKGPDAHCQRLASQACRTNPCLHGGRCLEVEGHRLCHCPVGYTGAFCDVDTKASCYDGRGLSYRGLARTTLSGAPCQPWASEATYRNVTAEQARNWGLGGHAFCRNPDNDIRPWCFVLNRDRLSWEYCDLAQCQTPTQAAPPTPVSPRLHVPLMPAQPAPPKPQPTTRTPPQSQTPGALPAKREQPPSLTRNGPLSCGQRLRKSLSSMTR
Target sequence (P00748 373-615 limits assumed): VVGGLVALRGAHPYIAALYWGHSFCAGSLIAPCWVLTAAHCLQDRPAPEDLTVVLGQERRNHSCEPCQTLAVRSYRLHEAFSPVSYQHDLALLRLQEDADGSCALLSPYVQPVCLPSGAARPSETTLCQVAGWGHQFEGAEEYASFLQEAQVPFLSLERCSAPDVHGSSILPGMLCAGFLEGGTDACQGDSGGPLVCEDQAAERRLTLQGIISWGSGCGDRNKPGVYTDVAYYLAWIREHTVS
eIF4E 4G PPI: blocks eIF4E binding to eIF4G | P63073+Q04637 | TR-FRET eIF4E-eIF4GI(517-606) binding, 2 h | inhibition, % at 21.7 µM | 220,000 compounds, 0.37% hits;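 active means inhibition above about 30%, limit read from the data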;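 further: 0% = full FRET control wells and 100% = background wells lacking eIF4GI fragment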
Rad51 HR inh: Rad51 (human) homologous recombination inhibition; Q06609; hRad51 DNA strand exchange, fluorescence dequenching; inhibition, % at 10 µM; 200,000 compounds, 0.085% hits; AID 1385;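 active means inhibition above 40% at the single screening dose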;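 further: 0% = DMSO control wells and 100% = blanks with heterologous ssDNA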
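material = hRad51 filaments on single-stranded DNA | reagent = Donor/quencher-labelled 47-bp dsDNA substrate | compound = 10 µM final, single point | schedule = strand-exchange reaction 15 min at room temperature | measured by = fluorescein emission 520 nm, excitation 485 nm | read-out basis = % inhibition versus plate control and blank means | benchmarks = plate controls and plate blanks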
An asterisk follows results filed as active; x = not tested or not shown; [ ] = another dose, or the depositor's remark.

SMILES	14-3-3 Bad inh	p97 ATPase inh	Wee1 degr inh	FXIa inh	hK5 inh	MDM2 E3 inh	FXIIa inh	eIF4E 4G PPI	Rad51 HR inh
Cc1ccc(C)n1NC(=O)c1ccccc1Cl	-11	1	0	-2	-20	5	11	-13	3
C/C(=C\C(=O)c1ccc(Br)cc1)NCc1ccc(C)cc1	-4	-2	-1	-4	3	-3	1	0	x
C=CCn1c(N)c(C(=O)NCC2CCCO2)c2nc3ccccc3nc21 (stereo not drawn)	-7[fluorescence artefact?]	-2	-1	-5	-10	-17	-4	3[fluorescence artefact?]	-4
O=[N+]([O-])c1ccc(S(=O)(=O)NCC(c2cccnc2)N2CCOCC2)cc1 (stereo not drawn)	6	-3	2	0	-5	-14	6	2	33
CCCC(=O)Nc1cccc(S(=O)(=O)N(C)c2ccccc2)c1	0	6	1	-2	-18	6	2	27[fluorescence artefact?]	4
C=CCOC(=O)C1=C(C)Nc2ncnn2C1c1cccs1 (stereo not drawn)	1	1	0	5	-1	-13	8	0[fluorescence artefact?]	-1
COC(=O)c1sc(NC(=O)c2ccoc2C)nc1C	-6	-17	1	1	-6	x	11	3	-7
COc1ccc(CNC(=O)c2csc(Cc3ccc(OC)cc3)n2)cc1	-4	-3	-1	-4	-16	-16	11	2	-3
Cc1sc(NC(=O)c2ccco2)c(C(c2ccncc2)N2CCOCC2)c1C (stereo not drawn)	4	3	0	-1	-7	8	19	0	7
CN(C)c1ccc(P(=O)(OCc2ccccc2)C(O)c2cccnc2)cc1 (stereo not drawn)	-6	0	0	-9	-3	-16	-7	-2[fluorescence artefact?]	-6
COc1ccc(NC(=O)C(NC(=O)CNC(C)=O)c2ccc(C)cc2)cc1 (stereo not drawn)	-3	-7	1	-18	-27	-20	-1	5	-7
CC(/C=N/Nc1ccc2nncn2n1)=C\c1ccccc1	-5	6	2	-1	1	-12	5	5	18
COc1ccc(NC(=O)C2CC(=O)N(c3cccc(C)c3C)C2)cc1 (stereo not drawn)	-1[fluorescence artefact?]	1	1	11	3	-9	20	-11[fluorescence artefact?]	5
COc1ccc(OCC(O)Cn2c(Br)nc3c2c(=O)[nH]c(=O)n3C)cc1 (stereo not drawn)	2[fluorescence artefact?]	9	0	-2	0	0	7	-1[fluorescence artefact?]	-1
CC(=O)Nc1ccc(NC(=O)c2ccc(NS(=O)(=O)c3cc(C(C)(C)C)ccc3C)cc2)cc1	6	5	0	3	x	x	12	2	x
COc1ccc(C2(O)CCN(CCCCOc3ccccc3)CC2)cc1	3	1	-1	7	-12	-12	9	5	-5
COc1cccc(F)c1C(=O)NC(=O)Nc1ccc2nc(C)oc2c1	-6	6	2	1	0	-6	4	0	-73
COc1ccc(C2CC(O)(C(C)(C)O)NO2)cc1 (stereo not drawn)	0	-1	0	0	-3	-8	14	-22	9
O=c1cc2c(=O)oc3cc(O)c(O)oc3c2c(O)c1O	89*	26*	2	21	-3	-37	4	22	-23
CCOC(=O)CS(=O)(=O)CC(=O)Nc1ccc([N+](=O)[O-])cc1OC	-1	4	0	3	3	6	15	9	5
COC(=O)c1ccccc1NC(=O)N1CCN(C/C=C/c2ccccc2)CC1	-1	-8	10*	1	-4	-12	10	4	x
O=C1CCCN1c1cccc(Br)c1	-4[fluorescence artefact?]	2	0	3	-9	3	8	1	-3
O=C(NCCc1ccccc1)C(=Cc1ccc(C(=O)O)cc1)C(=O)NCCc1ccccc1	2	-4	5	3	-5	-6	14	1	-24
O=C1CC(C2CCCO2)C(=O)N1c1ccccc1 (stereo not drawn)	0	0	1	7	-9	-2	12	-2	2
CCn1c(COc2ccccc2C)nnc1SCC(=O)CC(=O)Nc1ccccc1	4[fluorescence artefact?]	-8	12*	1	1	-6	-1	2	0
Next section
SMILES	14-3-3 Bad inh	p97 ATPase inh	Wee1 degr inh	FXIa inh	hK5 inh	MDM2 E3 inh	FXIIa inh	eIF4E 4G PPI	Rad51 HR inh
Cc1csc2c(N3CCN(C(=O)Nc4ccc(OC(F)(F)F)cc4)CC3)ncnc12	-8	-8	5	5	3	-5	14	3	10
C#CCN(CC=C)C(=O)CCc1nnc(COc2ccccc2)o1	1	-3	16*	-2	2	-3	10	0	-1
OCCN1CCN(c2ncnc3ccc(Br)cc23)CC1	-6	-1	-1	-9	12	-16	0	-5	0
COCCNC(=O)CN1C(=O)COc2ccc(Cl)cc21	-5	-1	-3	13	4	x	36	-2	x
Cc1ccnc(NC(=O)CSc2ccccn2)c1	-4	6	-1	6	1	-23	8	-4	-25
O=C(CSc1nnc(-c2ccncc2)n1-c1ccc(F)cc1)NNC(=O)c1cccc(O)c1	-4	3	-3	10	-3	6	15	6	x
O=C(c1cc2c(F)cccc2s1)N1CCCC1	-4	5	-1	-1	15	-5	4	3	-3
Cc1cnn(-c2ccc3nnc(-c4ccc(Cl)cc4)n3n2)c1	20[fluorescence artefact?]	-1	0	27	0	-16	29	-47	x
O=C(Cc1cccs1)NCc1cccs1	4[fluorescence artefact?]	0	-1	-12	-1	-17	-5	-3	2
Clc1ccc(-c2nnc(C3CC3)o2)cc1	1	8	2	0	1	1	6	0	x
CCC(Sc1nc(=O)cc(N)n1-c1ccccc1)C(=O)Nc1cc(C)on1 (stereo not drawn)	1	-1	0	3	1	-11	19	3	0
O=C(c1cccc(F)c1)N1CCN(C(=O)c2cc3ncc(Br)cn3n2)CC1	-1	-4	0	-15	-30	-16	6	10	0
Cc1cc(-n2c(=O)c(C#N)cc3c(=O)n4cccc(C)c4nc32)no1	2	0	4	-20	-24	-6	-7	-3	-1
Clc1ccc(NNc2ccnc3cc(Cl)ccc23)cc1	27	1	1	5	-4	-6	12	-11	-15
O=C(CC(Nc1ccc(F)cc1)C(=O)OCC(=O)c1cccs1)c1ccccc1 (stereo not drawn)	-8	-4	-2	-6	-2	-16	6	1	-1
COc1cc(/C=C/C(=O)OCC(=O)NCC2CCCO2)ccc1OCC#N (stereo not drawn)	-5	-8	1	6	26	-88	5	2	x
CN1C(C(=O)NCc2ccco2)CC2Cn3c(nc4cc(Cl)c(Cl)cc43)C21 (stereo not drawn)	-5	x	x	1	1	18	8	-6	2
Cc1cc(N)n(-c2ccc(C(=O)O)cc2)n1	18	5	2	-6	-2	-3	2	4	-5
CCOc1ccc(NC(=O)c2ccc(NC(=O)c3cn4c5c(c(N6CCN(C)CC6)c(F)cc5c3=O)OCC4C)cc2)cc1 (stereo not drawn)	-22	8	-2	8	-8	-10	11	-34	x
CNC(=O)c1csc(-c2ccccc2)n1	0	-3	0	-4	3	-5	6	5	-3
CCCNC(=O)c1nn2cc(Br)cnc2c1Cl	-9	2	-2	-2	-5	-6	1	5	x
CCNC(=O)c1ccc(OCC(=O)Nc2ccc(F)cc2)c(OC)c1	8	5	2	1	x	x	12	5	x
CCOC(=O)c1nnn(-c2ccc([N+](=O)[O-])cc2)c1C	-1	5	8.8*	0	-3	-23	-4	0	-2
COCC(=O)NC1CCN(CC(=O)Nc2ccc(OC)cc2[N+](=O)[O-])CC1	-3	2	2	3	-9	-14	1	-2	2
CCOc1nc(C)ccc1-c1noc(-c2ccncc2)n1	-5	-3	2	-9	-6	-12	-16	-10	-4
(list continues)
SMILES	14-3-3 Bad inh	p97 ATPase inh	Wee1 degr inh	FXIa inh	hK5 inh	MDM2 E3 inh	FXIIa inh	eIF4E 4G PPI	Rad51 HR inh
O=C(NNc1ccccn1)C(=O)NNS(=O)(=O)c1ccc(Cl)cc1	-15	-7	-1	4	-235	-5	17	-2	x
CCOc1ccc2nc(SC3CC(=O)N(c4ccccc4)C3=O)sc2c1 (stereo not drawn)	5	1	-1	-6	2	-15	12	1	3
CCCC(CCC)=NNc1ccc(S(=O)(=O)Nc2ccccc2OC)cc1[N+](=O)[O-]	10	1	-3	-3	-13	-5	2	3	x
CCOc1ccc(NC(=O)N2CC=C(n3c(=O)[nH]c4ccccc43)CC2)cc1	-16	1	-2	-5	-4	0	1	-5	-1
COc1cc2cc(CN(C(=O)Nc3ccccc3)C3CCCC3)c(=O)[nH]c2cc1OC	7	8	-2	1	3	-2	3	9	5
Cc1cc(NC(=O)CSc2ccc3c(c2)OCCO3)no1	-2[fluorescence artefact?]	-1	2	-5	9	6	6	-4[fluorescence artefact?]	1
C=C(C)C1Cc2c(C)nn(-c3ccccn3)c2C1 (stereo not drawn)	-8	-1	3	8	-4	-13	17	6	-10
CC(=O)C1=C(C)NC(SCC(=O)c2ccc(F)cc2)=C(C#N)C1c1ccco1 (stereo not drawn)	-10	1	0	-2	-16	7	20	4	-3
CC(C)C(=O)NNC(=O)c1csc(-c2cccs2)n1	6	10	0	7	6	-10	5	1	11
O=C(Nc1cccnc1)c1cccc(S(=O)(=O)N2CCOCC2)c1	-1	8	0	-10	-1	-2	0	1	x
CCOC(=O)CCc1c(C)n[nH]c1C	-10	8	-3	-4	4	-2	0	5	7
COc1cc(/C=N/n2cnn(Cc3ccccc3Cl)c2=S)cc(OC)c1OC	2	-8	-2	32	19	-87	31	-2	-8
O=C(/C=C/c1cccs1)N1CCC2(CC1)Oc1ccc(F)cc1C(=O)C21CC(c2ccccc2)=NO1 (stereo not drawn)	-2	x	x	4	5	2	7	10	-4
OC(CNCc1cccc(Cl)c1)c1ccccc1 (stereo not drawn)	-8	3	5	4	-21	-22	-6	-6	4
CC(=O)Nc1ccc(NC(=O)Cn2cnc3c(nnn3Cc3ccc(F)cc3)c2=O)cc1	-1	4	0	-5	-9	2	1	-3	-15
Cc1cc(C)n(Cc2ccccc2Cl)n1	3	-2	4	0	-15	-16	13	6	-12
CCOC(=O)c1nn(-c2cccc(OC)c2)c2nc(Nc3ccccc3)cc(=O)n12	2	-3	-1	6	-13	-20	13	-1[fluorescence artefact?]	-59
O=c1c(-c2ccc([N+](=O)[O-])cc2)coc2c(O)c(O)ccc12	-6	18*	-2	-1	7	-4	5	0	x
CCC(=O)Nc1cc(C(=O)OCC(=O)c2ccccc2)ccc1C	11	5	2	5	-7	-14	11	0[fluorescence artefact?]	-28
Cc1ccc(/C=C2/N=C(c3ccccc3)NNC2=O)cc1	-2	-4	0	-7	-1	-16	8	-1	1
CC(C)n1c(SCC(=O)Nc2ccccc2N2CCCCC2)nc2c1c(=O)n(C)c(=O)n2C	3	1	0	-5	2	-9	-6	2	-6
O=C(CN1CCOc2ccccc21)NCc1ccco1	1	-6	0	-3	-28	-8	8	0	-1

Given field by field: three of the compounds above.
OC(CNCc1cccc(Cl)c1)c1ccccc1 (stereo not drawn)
  14-3-3 Bad inh: -8; p97 ATPase inh: 3; Wee1 degr inh: 5; FXIa inh: 4; hK5 inh: -21; MDM2 E3 inh: -22; FXIIa inh: -6; eIF4E 4G PPI: -6; Rad51 HR inh: 4
CC(=O)Nc1ccc(NC(=O)Cn2cnc3c(nnn3Cc3ccc(F)cc3)c2=O)cc1
  14-3-3 Bad inh: -1; p97 ATPase inh: 4; Wee1 degr inh: 0; FXIa inh: -5; hK5 inh: -9; MDM2 E3 inh: 2; FXIIa inh: 1; eIF4E 4G PPI: -3; Rad51 HR inh: -15
Cc1cc(C)n(Cc2ccccc2Cl)n1
  14-3-3 Bad inh: 3; p97 ATPase inh: -2; Wee1 degr inh: 4; FXIa inh: 0; hK5 inh: -15; MDM2 E3 inh: -16; FXIIa inh: 13; eIF4E 4G PPI: 6; Rad51 HR inh: -12

Assay outcomes: PubChem BioAssay, several laboratories

Hits appear at their usual frequency; overall some 3.5% were active at least once.
